# Screening data deposited in PubChem BioAssay by Broad Institute.
# KDM4C inh: inhibitors of GASC-1 (KDM4C) histone demethylase, primary screen, biochemical, single concentration HTS; inhibition, % at 12.5 µM; Lysine-specific demethylase 4C (Homo sapiens), Q9H3R0; GST-KDM4C 2-372, H3K9me3 peptide, LANCE TR-FRET; 0.15% of 96,000 active;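 active = mean replicate inhibition above about 25%, with at least 55% of replicates also reaching it, limit read from the data, passing the limit was not always enough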
# Target sequence (Q9H3R0 2-372 limits assumed): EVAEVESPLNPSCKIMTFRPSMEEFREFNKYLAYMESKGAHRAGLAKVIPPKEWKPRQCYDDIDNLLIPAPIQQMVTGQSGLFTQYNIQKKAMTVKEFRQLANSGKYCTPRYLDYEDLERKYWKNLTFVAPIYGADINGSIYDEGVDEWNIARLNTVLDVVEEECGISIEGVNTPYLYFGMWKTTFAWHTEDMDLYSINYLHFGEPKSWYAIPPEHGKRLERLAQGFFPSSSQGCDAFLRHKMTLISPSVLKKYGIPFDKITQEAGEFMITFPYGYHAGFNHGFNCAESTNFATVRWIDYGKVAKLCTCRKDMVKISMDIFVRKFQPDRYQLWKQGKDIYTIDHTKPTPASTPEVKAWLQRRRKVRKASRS
#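 System: N-terminal GST-fused human GASC-1 (KDM4C) fragment, residues 2-372 / Amount: 10 nM GST-KDM4C in enzyme reaction / Also added: H3K9me3 peptide with Fe(II)/2OG / Times: 30 min demethylation and 1 h detection at room temperature / Signal: LANCE TR-FRET / Read-out basis: Fall in 671/618 emission ratio as inhibition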
# Tcruzi prolif: T. cruzi intracellular proliferation inhibitors, primary screen, cell-based, beta-gal Tulahuen parasites, NIH3T3 host, luminescence; inhibition, % at 8.34 µM; 5.9% of 77,000 active; T. cruzi beta-gal in NIH3T3, GalScreen luminescence, 90 h;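 active = mean inhibition above about 93%, with at least 55% of replicates each passing it, limit read from the data, passing the limit was not always enough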
# Pf Dd2 inh: P. falciparum Dd2 growth inhibitors, primary screen, SYBR Green fluorescence, single dose replicates; 72 h; hits give low values; activity change, % at 10 µM; 2.3% of 94,000 active; AID 1159554, 2015; in the data active = activity change below about -80%
# C diff HTS: C. difficile growth inhibitors, primary screen, HTS. 0.25% of 86,000 active. AID 1259249, 2017. Clostridium difficile clinical isolate growth, OD600, 24 h; hits give low values. growth activity, negative = inhibition, % at 16 µg/mL (by protocol);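 active = mean growth activity at or below -80% and every replicate also at or below -80%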;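 also: 0% = DMSO wells and -100% = levofloxacin 16 µg/mL wells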
# An asterisk follows results filed as active; . = no result given; & = joins results of further samples; ! = not active in a repeat.
SMILES,KDM4C inh,Tcruzi prolif,Pf Dd2 inh,C diff HTS
O=C(C[C@@H]1C[C@@H]2c3cc(NC(=O)C4CCOCC4)ccc3O[C@@H]2[C@H](CO)O1)NCc1cccc(F)c1,1.7,42.6,1.6,-26.2
O=C(NCCN1CCCC1)[C@@H]1N[C@@H]2c3ccc(C4=CCCCC4)c(=O)n3C[C@@H]2[C@H]1CO,0.2,75.7,18.6,-5.4
O=C(C1CCC1)N1C[C@H]2[C@@H](c3ccccc31)[C@H](CO)N2C(=O)Cc1ccccn1,15.8,27.1,-6.4,-10.9
CCC(=O)NC[C@H]1[C@@H](c2ccc(C3=CCCC3)cc2)[C@@H](CO)N1C(=O)C1CC1,-1.1,21.5,0.0,-7.6
C[C@H](CO)N1C[C@H](C)[C@@H](CN(C)C(=O)Cc2ccccn2)Oc2ncc(-c3ccccc3)cc2C1=O,1.8,-52.4,-7.4,-1.9
C[C@H](CO)N1C[C@H](C)[C@@H](CN(C)Cc2ccccc2)Oc2ncc(C#Cc3cccnc3)cc2C1=O,-0.3,10.2,-55.3,.
CNC[C@H]1OCCCC[C@@H](C)Oc2ccc(NC(=O)NC(C)C)cc2C(=O)N([C@H](C)CO)C[C@H]1C,0.1,1.8,29.7,8.4
C[C@@H]1CCCCO[C@@H](CN(C)S(=O)(=O)c2cn(C)cn2)[C@H](C)CN([C@H](C)CO)C(=O)c2cc(NC(=O)C3CCCCC3)ccc2O1,-0.3,7.0,-6.0,5.8
COc1ccccc1S(=O)(=O)N[C@H]1CC[C@H](CC(=O)N2CCN(C)CC2)O[C@@H]1CO,0.6,19.4,-14.3,.
Cc1noc(C)c1NC(=O)Nc1ccc2c(c1)C(=O)N([C@@H](C)CO)C[C@H](C)[C@H](CN(C)S(C)(=O)=O)O2,-1.1,83.9,6.3,.

# Two records picked at random from the list so far:
SMILES,KDM4C inh,Tcruzi prolif,Pf Dd2 inh,C diff HTS
O=C(NCCN1CCCC1)[C@@H]1N[C@@H]2c3ccc(C4=CCCCC4)c(=O)n3C[C@@H]2[C@H]1CO,0.2,75.7,18.6,-5.4
CNC[C@H]1OCCCC[C@@H](C)Oc2ccc(NC(=O)NC(C)C)cc2C(=O)N([C@H](C)CO)C[C@H]1C,0.1,1.8,29.7,8.4

# Next records.
SMILES,KDM4C inh,Tcruzi prolif,Pf Dd2 inh,C diff HTS
O=C(C[C@@H]1C=C[C@@H](NC(=O)Nc2ccc3c(c2)OCO3)[C@H](CO)O1)NCCCN1CCOCC1,-0.5,.,6.7,-0.4
O=C(C[C@@H]1C=C[C@@H](NS(=O)(=O)c2ccccc2)[C@@H](CO)O1)NCc1ccccc1F,2.6,15.8,8.1,-0.5
C[C@@H]1CN([C@@H](C)CO)S(=O)(=O)c2ccc(C#CC(C)(C)O)cc2O[C@H]1CN(C)Cc1ccncc1,0.0,99.9*,-38.7,-2.8
O=C(Nc1cccc(F)c1)N1CC(=O)N2[C@H](CO)[C@H](c3ccc(C#Cc4cccnc4)cc3)[C@H]2C1,-1.0,.,-40.6,-1.5
N#C[C@H]1N[C@H](CO)[C@@H]1c1ccc(C2=CCCCC2)cc1,-0.3,69.1,12.9,-3.3
Cc1ccccc1NC(=O)Nc1ccc2c(c1)C(=O)N(C)[C@H]1CC[C@@H](CC(=O)NCC3CC3)O[C@@H]1CO2,5.5,12.7,-34.1,-2.4
Cc1cccc(NC(=O)Nc2ccc3c(c2)C(=O)N(C)[C@@H]2CC[C@@H](CC(=O)NCc4ccccc4Cl)O[C@@H]2CO3)c1,-2.9,69.7,-6.3,-5.7
C[C@H]1CN([C@@H](C)CO)C(=O)c2cc(NS(=O)(=O)c3cn(C)cn3)ccc2O[C@H]1CN(C)CC1CCCCC1,-0.4,3.7,7.0,-6.2
O=C1CN(S(=O)(=O)c2ccccc2)C[C@H]2[C@H](c3ccc(Br)cc3)[C@H](CO)N12,-0.6,.,-3.4,-9.5
O=C(Nc1ccc(F)cc1)N1CC(=O)N2[C@@H](CO)[C@H](c3ccc(C#CC4CC4)cc3)[C@@H]2C1,-1.3,.,1.9,-5.6

# Next section, starting with the last 4 of the part before.
SMILES,KDM4C inh,Tcruzi prolif,Pf Dd2 inh,C diff HTS
Cc1cccc(NC(=O)Nc2ccc3c(c2)C(=O)N(C)[C@@H]2CC[C@@H](CC(=O)NCc4ccccc4Cl)O[C@@H]2CO3)c1,-2.9,69.7,-6.3,-5.7
C[C@H]1CN([C@@H](C)CO)C(=O)c2cc(NS(=O)(=O)c3cn(C)cn3)ccc2O[C@H]1CN(C)CC1CCCCC1,-0.4,3.7,7.0,-6.2
O=C1CN(S(=O)(=O)c2ccccc2)C[C@H]2[C@H](c3ccc(Br)cc3)[C@H](CO)N12,-0.6,.,-3.4,-9.5
O=C(Nc1ccc(F)cc1)N1CC(=O)N2[C@@H](CO)[C@H](c3ccc(C#CC4CC4)cc3)[C@@H]2C1,-1.3,.,1.9,-5.6
C[C@@H]1CCCCO[C@H](CN(C)S(C)(=O)=O)[C@@H](C)CN([C@H](C)CO)C(=O)c2cc(NC(=O)Nc3cccc4ccccc34)ccc2O1,-1.0,51.2,15.5,6.6
C[C@@H]1CN([C@@H](C)CO)C(=O)c2cc(NS(=O)(=O)c3ccc(F)cc3)ccc2O[C@H]1CN(C)C(=O)Nc1ccc2c(c1)OCO2,0.2,16.5,-5.7,0.5
Cc1noc(C)c1NC(=O)N[C@H]1C=C[C@@H](CC(=O)NCc2ccc(Cl)c(Cl)c2)O[C@@H]1CO,-1.5,-44.9,26.3,-0.9
CO[C@@H]1CN(C)C(=O)c2ccc(NS(C)(=O)=O)cc2OC[C@@H](C)N(C(=O)C2CCCCC2)C[C@H]1C,-0.5,50.1,-27.1,1.2
COc1ccccc1-c1ccc2c(c1)O[C@H](CN(C)C(=O)c1ccccc1)[C@H](C)CN([C@@H](C)CO)S2(=O)=O,0.8,39.8,-26.6,-2.3
C[C@@H]1CN([C@@H](C)CO)C(=O)c2cc(C#CC(C)(C)O)cnc2O[C@@H]1CN(C)C(=O)C1CCCCC1,-1.2,-42.1,20.9,15.1
O=C(NC1CCCCC1)[C@@H]1N[C@@H]2c3ccc(-c4cccc(F)c4)c(=O)n3C[C@@H]2[C@H]1CO,-1.0,35.8,.,2.8
CC(=O)N1[C@@H]2c3ccc(-c4ccccc4)c(=O)n3C[C@@H]2[C@@H](CO)[C@@H]1C(=O)NCc1ccccc1Cl,0.9,-1.0,-0.2,-5.9
CCC(=O)N1C[C@H](C)[C@@H](OC)CN(C)C(=O)c2ccc(NC(=O)C3CCCCC3)cc2OC[C@H]1C,1.4,10.2,.,15.6
C/C=C/c1ccc(C2[C@@H]3CN(C(=O)NC4CCCCC4)C[C@H]2N3)cc1 (stereo partly specified),-0.4&-1.7,.,-65.7&-10.5,-5.5&7.4
CN(C)CC(=O)Nc1ccc2c(c1)[C@@H]1C[C@H](CC(=O)N3CCc4ccccc4C3)O[C@@H](CO)[C@@H]1O2,-1.1,-18.9,-12.9,.
C[C@H]1CN([C@@H](C)CO)C(=O)c2cccc(NC(=O)Nc3ccc(F)cc3)c2O[C@H]1CN(C)Cc1ccc(C(=O)O)cc1,11.7,0.0,22.8,-3.0
C[C@H](CO)N1C[C@H](C)[C@H](CN(C)Cc2ccccc2C(=O)O)OCc2cn(nn2)CCCC1=O,1.7,-9.8,0.6,.
CCCNC(=O)N1C[C@@H](O)COC[C@@H]2O[C@@H](CC(=O)OC)CC[C@H]21,-1.0,.,0.9,6.3&3.5
CN1CCN(C(=O)C[C@H]2CC[C@H]3[C@@H](COC[C@@H](O)CN3C(=O)Nc3ccc(F)cc3)O2)CC1,-0.1,-13.2,-3.0,5.8&-1.5
CC(=O)N(C)C[C@H]1Oc2ncc(C#Cc3ccncc3)cc2C(=O)N([C@H](C)CO)C[C@@H]1C,0.6,.,20.2,7.4
C[C@H]1CN([C@@H](C)CO)C(=O)c2cccc(NS(=O)(=O)c3ccccc3)c2O[C@H]1CN(C)Cc1ccc(Oc2ccccc2)cc1,1.3,52.9,-38.2,51.5
CCC(=O)N1[C@H](CNC(=O)CN(C)C)[C@@H](c2ccc(C3=CCCC3)cc2)[C@@H]1CO,-1.0,83.0,0.7,-0.6
C[C@@H]1CN([C@H](C)CO)C(=O)c2cc(NS(=O)(=O)c3ccc(Cl)cc3)ccc2O[C@@H](C)CCCCO[C@H]1CN(C)Cc1ccc2c(c1)OCO2,-1.7,106.0*!,-71.2&-24.6,.
Cc1ccc(S(=O)(=O)N(C)C[C@H]2Oc3cc(C4=CCCC4)ccc3S(=O)(=O)N([C@@H](C)CO)C[C@H]2C)cc1,-0.5,.,-23.1,2.6
C[C@H]1CN([C@@H](C)CO)C(=O)c2cc(NS(C)(=O)=O)ccc2O[C@H]1CN(C)Cc1ccc(-c2ccccc2)cc1,0.5,.,7.4,-15.5
C[C@H]1CCCCO[C@@H](CN(C)C(=O)Nc2ccc3c(c2)OCO3)[C@@H](C)CN([C@@H](C)CO)C(=O)c2cc(NS(C)(=O)=O)ccc2O1,3.0,-48.7,-37.5,4.5
O=C(c1cccc(F)c1)N1C[C@@H]2[C@H](c3ccccc31)[C@H](CO)N2Cc1cocn1,1.2,2.3,-29.1,0.3
C[C@H]1CN([C@@H](C)CO)C(=O)c2cccc(N(C)C)c2O[C@@H]1CN(C)S(=O)(=O)c1cccs1,-2.2,18.6,11.9,-6.2
C/C=C/c1ccc2c(c1)O[C@@H](CN(C)C(=O)Cc1ccccc1)[C@@H](C)CN([C@H](C)CO)S2(=O)=O,-1.9,.,-40.0,-2.3
COc1ccc(NC(=O)Nc2ccc3c(c2)C(=O)N([C@@H](C)CO)C[C@H](C)[C@H](CN(C)C(=O)Nc2ccc(OC)cc2)OCCCC[C@H](C)O3)cc1,-0.2,48.7,1.3,.
COc1cccc(NC(=O)N(C)C[C@H]2Oc3cc(C#Cc4ccccc4)ccc3S(=O)(=O)N([C@H](C)CO)C[C@@H]2C)c1,.,94.1*,-84.5*,1.3
COC(=O)C[C@H]1CC[C@@H]2[C@@H](COc3ccc(NC(=O)Nc4ccc(C#N)cc4)cc3C(=O)N2C)O1,-0.7,27.2,-4.5,-6.3
CCCN1C[C@H](C)[C@@H](OC)CN(C)C(=O)c2cc(NC(=O)C3CCOCC3)ccc2OC[C@@H]1C,1.2,28.3,-0.7,.
C[C@H]1CN([C@@H](C)CO)C(=O)c2cccc(NC(=O)C3CCCCC3)c2O[C@@H]1CN(C)Cc1ccc(Cl)c(Cl)c1,-1.5,102.0,-79.0,.
Cc1cc(C(=O)Nc2cccc3c2O[C@H](CN(C)C(=O)Nc2ccc4c(c2)OCO4)[C@@H](C)CN([C@H](C)CO)C3=O)n(C)n1,1.1,-181.4,25.9,.

# Some of these compounds in order of the KDM4C inh value, smallest number first:
structure	KDM4C inh
C[C@H]1CN([C@@H](C)CO)C(=O)c2cccc(NC(=O)C3CCCCC3)c2O[C@@H]1CN(C)Cc1ccc(Cl)c(Cl)c1	-1.5
COC(=O)C[C@H]1CC[C@@H]2[C@@H](COc3ccc(NC(=O)Nc4ccc(C#N)cc4)cc3C(=O)N2C)O1	-0.7
COc1ccc(NC(=O)Nc2ccc3c(c2)C(=O)N([C@@H](C)CO)C[C@H](C)[C@H](CN(C)C(=O)Nc2ccc(OC)cc2)OCCCC[C@H](C)O3)cc1	-0.2
C[C@H]1CN([C@@H](C)CO)C(=O)c2cc(NS(C)(=O)=O)ccc2O[C@H]1CN(C)Cc1ccc(-c2ccccc2)cc1	0.5
O=C(c1cccc(F)c1)N1C[C@@H]2[C@H](c3ccccc31)[C@H](CO)N2Cc1cocn1	1.2
C[C@H]1CCCCO[C@@H](CN(C)C(=O)Nc2ccc3c(c2)OCO3)[C@@H](C)CN([C@@H](C)CO)C(=O)c2cc(NS(C)(=O)=O)ccc2O1	3.0
